STK33 inh: inhibitors of purified STK33 kinase, primary screen, biochemical, ADP-Glo luminescence, homogeneous, cell-free; Serine/threonine-protein kinase 33 (Homo sapiens), Q9BYT3; MBP phosphorylation; inhibition, % at 10 µM; hit rate 0.073% among 320,000;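 active = inhibition at or above 25%, using the most active replicate where run in duplicate; inactive = inhibition below 25%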
Target sequence (Q9BYT3 whole entry, looked up): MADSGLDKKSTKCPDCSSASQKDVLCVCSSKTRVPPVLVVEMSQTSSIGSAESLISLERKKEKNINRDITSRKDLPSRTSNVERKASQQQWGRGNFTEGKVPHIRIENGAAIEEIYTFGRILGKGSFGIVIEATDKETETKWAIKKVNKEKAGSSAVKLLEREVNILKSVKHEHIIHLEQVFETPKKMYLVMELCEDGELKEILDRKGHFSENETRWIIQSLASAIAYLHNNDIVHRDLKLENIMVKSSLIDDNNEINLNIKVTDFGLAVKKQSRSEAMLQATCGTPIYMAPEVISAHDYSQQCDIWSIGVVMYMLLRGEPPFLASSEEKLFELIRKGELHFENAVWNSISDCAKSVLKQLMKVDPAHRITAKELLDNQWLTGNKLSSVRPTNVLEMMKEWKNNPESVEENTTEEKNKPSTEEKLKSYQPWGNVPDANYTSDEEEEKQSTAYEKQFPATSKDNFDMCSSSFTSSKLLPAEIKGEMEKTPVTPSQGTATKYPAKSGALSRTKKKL
CHT block: inhibitors of human choline transporter CHT. AID 488975, 2010. CHT-expressing cells, membrane potential dye, choline response; active compounds read low. hit rate 0.86% among 310,000. B-score at 10 µM;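 active = B-score over 3 SD under the library average, and starting fluorescence ratio not unusually high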;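 note: choline stimulus applied at its EC90 after an EC20 pre-addition; B-score computed on integrated fluorescence ratio after choline addition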
Target sequence (Q9GZV3 whole entry, looked up): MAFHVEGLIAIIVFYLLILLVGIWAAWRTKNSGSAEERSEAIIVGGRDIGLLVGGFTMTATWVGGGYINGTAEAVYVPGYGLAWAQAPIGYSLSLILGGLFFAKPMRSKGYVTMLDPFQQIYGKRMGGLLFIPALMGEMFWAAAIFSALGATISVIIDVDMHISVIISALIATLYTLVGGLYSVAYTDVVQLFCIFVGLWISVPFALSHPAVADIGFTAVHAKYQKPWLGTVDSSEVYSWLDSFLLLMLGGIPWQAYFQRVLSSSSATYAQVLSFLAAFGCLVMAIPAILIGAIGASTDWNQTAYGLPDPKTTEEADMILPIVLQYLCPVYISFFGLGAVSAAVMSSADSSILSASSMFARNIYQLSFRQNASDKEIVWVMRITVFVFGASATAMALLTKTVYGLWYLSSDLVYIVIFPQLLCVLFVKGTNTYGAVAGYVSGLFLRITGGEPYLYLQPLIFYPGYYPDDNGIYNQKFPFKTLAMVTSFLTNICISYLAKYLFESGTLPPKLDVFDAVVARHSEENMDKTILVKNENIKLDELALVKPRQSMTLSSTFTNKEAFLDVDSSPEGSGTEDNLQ
CHT allo act: CHT positive allosteric modulators, primary screen, cell-based, membrane potential dye, choline EC20 | hit rate 0.49% among 310,000 | B-score at 10 µM | High affinity choline transporter 1 (Homo sapiens), Q9GZV3 | CHT-expressing cells; active compounds read high; LV-AA mutant CHT in HEK293 cells;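 active = initial fluorescence not abnormally high and integrated response B-score, plate-corrected, over 3 SD above library mean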
The depositor's hits bear a star; i = inactive; . = not tested or not shown.

SMILES | STK33 inh | CHT block | CHT allo act
CCOc1ccc(C(=O)C(C)OC(=O)Cn2[nH]c(=O)c3ccccc3c2=O)cc1 (stereo not given) | 0.0 | i | i
N#Cc1c(SCc2ccccc2)nc(N2CCOCC2)c2c1CCCC2 | 0.0 | i | i
COc1ccc(NC(=S)NCCCn2ccnc2)cc1 | -1.3 | i | i
O=C(CSc1nccn(-c2ccc(Br)cc2)c1=O)NC1CCCC1 | . | i | i
CC(=O)c1ccc(NC(=O)NC2CCCCCCC2)cc1 | -0.8 | i | i
COc1cc(NC(=S)N2CCN(S(=O)(=O)c3ccccc3)CC2)cc(OC)c1 | -0.1 | i | i
COc1ccc(C2C(=O)c3ccccc3C2=O)cc1 | 1.4 | i | i
NNC(=O)C12CC3CC(C1)CC(n1ncnn1)(C3)C2 | -0.3 | i | i
COc1ccccc1N(O)C1CC(=O)N(c2ccc(F)cc2)C1=O (stereo not given) | -0.5 | i | i
CCOC(=O)c1nn(-c2ccccc2C)c2nc(CC(C)C)c(C#N)c(=O)n12 | 0.2 | i | i
C=CCn1c(SCC(=C)C)nc2c1c(=O)[nH]c(=O)n2C | -0.7 | i | i
CC(=O)c1ccc(N2CCN(C(=O)C3CCCN(c4ncnc5c4nc4n5CCCCC4)C3)CC2)cc1 (stereo not given) | -1.6 | -5.9* | i
CCCCN(C(=O)/C=C/c1ccco1)c1c(N)n(CCC)c(=O)[nH]c1=O | -0.7 | i | i
Cc1cc(NCCc2ccccc2F)n2ncnc2n1 | -1.9 | i | i
Cc1c(C(=O)Nc2ccc(N3CCOCC3)cc2)oc2ccccc12 | 0.3 | i | i
CCOC(=O)c1oc2cc(O)cc(O)c2c(=O)c1OCc1ccccc1 | -1.0 | i | i
CCN(CC)C(=O)CN1CCN(c2ncccn2)CC1 | -0.3 | i | i
COc1ccc(/C=C/C(=O)OCc2nc3ccccc3c(=O)[nH]2)c(OC)c1 | -2.5 | i | i
CCOC(=O)C1=NN(C(=O)c2ccco2)C2(CC2)C1 | -1.3 | i | i
O=C(OC1Cn2c(=O)ccc(=O)n2C1)c1ccccc1 | -1.2 | i | i
O=C(N/N=C/c1ccoc1)c1ccc([N+](=O)[O-])cc1 | 0.6 | i | i
O=C(c1cc2ncc(Br)cn2n1)N1CCCCC1 | -0.4 | i | i
CC(=O)c1ccc(NC(=O)C(C)Sc2ccccn2)cc1 (stereo not given) | 1.1 | i | i
COc1ccc(CCC(=O)Nc2ncc(C)s2)cc1OC | -0.7 | i | i
Cc1ccc(F)cc1CNC(=O)c1cc(COc2ccc3ncccc3c2)on1 | -1.1 | i | i
SMILES | STK33 inh | CHT block | CHT allo act
COc1ccc(NC(=O)NC(=O)c2ccccc2)cc1 | -0.4 | i | i
COc1cc(NC(=O)c2ccco2)c(OC)cc1NC(=O)CCC(=O)Nc1cccc(C)c1C | 0.4 | i | i
COc1ccc(N(C)S(=O)(=O)c2cccc(C(=O)NC3=NCCS3)c2)cc1 | -1.3 | i | i
CCCCN(CC)CCCNC(=O)c1cn(-c2ccc(OC)cc2)c(=O)c2ccccc12 | -1.8 | i | i
CC(=C/C(=O)O)/C=C/c1ccc(Cl)o1 | -1.8 | i | i
Cc1cc(C(=O)Nc2nnc(C(F)(F)F)s2)no1 | -1.2 | i | i
C=CCN1CCN(c2ccncc2S(=O)(=O)N2CCOCC2)CC1 | -3.1 | i | i
CC(=O)Nc1sc(N/N=C\c2ccccc2Cl)nc1-c1cccs1 | -0.2 | i | i
Cc1nn(-c2ccc(F)cc2)c2nc(N)c(C#N)c(-c3ccc(O)c(O)c3)c12 | -1.3 | i | i
Cc1ccc(NC(=O)c2cc(-c3ccc(C)o3)nc3ccccc23)cc1 | -0.9 | i | i
COc1ccccc1NC(=O)c1cc(S(=O)(=O)NCc2ccccc2)ccc1F | -0.2 | i | i
C=CCc1c(C)nc(SCCC)[nH]c1=O | 0.1 | i | i
CCc1ccc(-c2cc(C)no2)cc1S(=O)(=O)N1CCC(C)CC1 | 0.8 | i | i
CCC1CCCCN1CCCNC(=O)CNC(=O)c1nn(-c2ccc(OC)cc2)c(=O)c2ccccc12 (stereo not given) | 1.0 | i | i
Cc1nc(SCC(=O)NCc2ccccc2)c2c(=O)n(C)c(=O)n(C)c2n1 | -0.6 | i | i
COc1ccc(/C=N/NC(=O)C(O)(c2ccccc2)c2ccccc2)cc1OC | -1.5 | i | i
COc1ccccc1/C=C/C(=O)Nc1cccnc1Cl | 1.2 | i | i
COc1cccc(NC(=O)NC2(C(=O)N3CCC(O)CC3)CCCCC2)c1 | -0.2 | i | i
C=CCc1cccc(/C=N/NC(=O)c2ccccc2OC)c1O | -1.4 | i | i
COc1ccccc1NS(=O)(=O)c1ccc(O)c(C(=O)OCC(=O)N2CCc3ccccc32)c1 | 1.9 | i | i
Cc1ccc2[nH]c(SCC(=O)N3CCOCC3)nc2c1C | -2.1 | i | i
COc1ccccc1NC(=O)C1=C(C)Nc2nc3ccccc3n2C1c1cccs1 (stereo not given) | -0.4 | i | i
CCOC(=O)C1Nc2ccc(Br)cc2C2C=CCC12 (stereo not given) | -0.1 | i | i
Cc1ccc(NC(=O)COc2ccc(C3SCCS3)cc2)cc1 | -1.2 | i | i
CN(C)CCNC(=O)/C(=C/c1cccc([N+](=O)[O-])c1)NC(=O)c1ccccc1 | -1.0 | i | i
SMILES | STK33 inh | CHT block | CHT allo act
O=C(O)c1cc(-c2ccccc2)nn1CC1CC(c2cccnc2)=NO1 (stereo not given) | 0.9 | i | i
CCOC(=O)C1=C(c2ccccc2)NC(SCC)=C(C#N)C1c1cccnc1 (stereo not given) | 0.1 | i | i
COc1ccc(CCNC(=O)C2CCCN(S(=O)(=O)c3ccc(OC)cc3)C2)cc1 (stereo not given) | 0.2 | i | i
O=C(c1cccc([N+](=O)[O-])c1)c1ccccn1 | 0.7 | i | i
CCOC(=O)/C(C#N)=N/Nc1c(S(=O)(=O)Cc2ccco2)csc1C(=O)OC | -0.1 | i | i
COCC1CCCN(C(=O)c2ccc3nc(Cc4cccc(Cl)c4)oc3c2)C1 (stereo not given) | -1.4 | i | i
CC(C)(C)CN1CCNC(=O)C1CC(=O)NCCc1ccccc1C(F)(F)F (stereo not given) | -0.5 | i | i
CC(=O)c1cccc(N(CC(=O)NC2CCCC2)C(=O)c2csnn2)c1 | -2.2 | i | i
Clc1cccc(OCCN2CCCC2)c1 | -1.9 | i | i
CC(C)C[C@H](NC(=O)C1CCC(CNC(=O)[C@@H]2CCCN2C(=O)OC(C)(C)C)CC1)C(=O)O (stereo not given in full) | -1.4 | i | i
O=C(O)C1CC=CCC1C(=O)c1ccccc1 (stereo not given) | -0.7 | i | i
CC(C)(C)c1cc(CP(=O)(c2ccccc2)c2ccccc2)cc(C(C)(C)C)c1O | -1.7 | i | i
Cc1ccc(NC(=O)CCSc2ccccc2)c(C)c1 | -0.4 | i | i
Cc1ccc(S(=O)(=O)N(C)c2ccc(C(=O)Nc3cccc(C)n3)cc2)cc1 | -0.8 | i | i
CCN(CC(=O)NC1CCS(=O)(=O)C1)Cc1nc2c(Br)cc(Br)cc2c(=O)[nH]1 (stereo not given) | -0.5 | i | i
Cc1cccc(NS(=O)(=O)c2cc3c(cc2C)n(C)c(=O)c(=O)n3C)c1 | 0.3 | i | i
CCOC(=O)C1(CC2CCCCO2)CCN(Cc2nc(-c3cccs3)oc2C)CC1 (stereo not given) | -1.1 | i | i
COc1ccc2ccc(O)c(CN(C)CC(=O)Nc3ccccc3C(F)(F)F)c2c1 | -0.7 | i | i
CCN(C(=O)CN1C(=O)/C(=C/c2ccc(F)cc2)SC1=S)C1CCS(=O)(=O)C1 (stereo not given) | -4.5 | i | i
O=C(CSc1nnc(CCc2nc3ccccc3[nH]2)n1-c1ccccc1)NCc1ccco1 | -0.1 | i | i
CC(=O)Cc1nsc(NC(=O)c2ccc(-c3ccc(Cl)cc3Cl)o2)n1 | -0.4 | i | i
COc1ccc(NC(=O)CN(C)C(=O)CC2CCCC2)cc1 | -1.2 | i | i
COc1cc(S(=O)(=O)NCc2ccc(F)cc2)ccc1-n1cnnn1 | -0.4 | i | i
COc1ccc(C(C)NC(=O)c2ccccc2)cc1 (stereo not given) | -2.4 | i | i
C=CCN1C(=O)C2C(C(=O)NC3CCCC3)C3C=CC2(O3)C1C(=O)NC1CCCC1 (stereo not given) | -1.3 | i | i
SMILES | STK33 inh | CHT block | CHT allo act
CCOC(=O)C1=C(O)/C(=C\c2cccc(OC)c2)N=C1C | -0.6 | i | i
NC(=O)CC12CC3CC(C1)CC(CC(N)=O)(C3)C2 | -0.3 | i | i
COc1ccc(-n2nc(C(=O)O)nc2-c2ccccc2)cc1 | -1.4 | i | i
CCc1cc(=O)oc2cc(C)cc(OCC(=O)NCc3cccnc3)c12 | 0.9 | i | i
CCOC(=O)Cc1csc(NC(=O)CSc2nnc(-c3ccc(F)cc3)o2)n1 | -2.1 | i | i
CCOC(=O)Cc1cnc(NC(=O)CSc2nc(N)cc(=O)[nH]2)s1 | -1.0 | i | i
Cc1cc(C)n2c(SCC(=O)N(CC(C)C)c3c(N)n(CC(C)C)c(=O)[nH]c3=O)nnc2n1 | 0.3 | i | i
CC(C)CCNC(=O)NC(=O)CSc1nnc(-c2ccccc2F)n1N | 0.1 | i | i
Cc1cccc(N(CC(=O)NC(C)(C)C)C(=O)CNC(=O)c2cccs2)c1C | -0.2 | i | i
O=C(Nc1ccc(C(F)(F)F)cc1)c1ccc2ncsc2c1 | -1.1 | i | i
O=C(Cn1c(=O)n(CC2CCCO2)c(=O)c2ccccc21)N1CCN(c2ccccc2)CC1 (stereo not given) | 1.0 | i | i
S=C1SCN(Cc2ccccn2)CN1Cc1ccco1 | -0.4 | i | i
O=C(Cc1ccccc1)Nc1ccc(NC(=O)c2cccnc2)cc1 | -2.9 | i | i
O=C(O)c1cn(-c2ccccc2)nc1-c1ccc(Cl)cc1 | 0.0 | i | i
O=C(COc1ccccc1[N+](=O)[O-])Nc1ccc(Br)cc1 | -0.6 | i | i
C=CCCN([C@@H](C)C(=O)OC)S(=O)(=O)c1ccccc1Br | 0.8 | i | i
CCN(Cc1cc(=O)n2ccsc2n1)Cc1nc2ccccc2c(=O)[nH]1 | 1.0 | i | i
CC(C)CC(c1nnnn1Cc1ccc(F)cc1)N1CCC(C(N)=O)CC1 (stereo not given) | -0.7 | i | i
CC(C)C(=O)N(Cc1ccccc1)c1ccccn1 | -1.1 | i | i
O=C(CCc1nnc2n(Cc3ccc(Cl)cc3)c(=O)c3ccccc3n12)NCCN1CCCC1 | -0.3 | i | i
CCCCC1CC1C(=O)Nc1ccc(OC)c(OC)c1 (stereo not given) | -0.6 | i | i
O=C1CC(c2ccccc2)CN1C(=O)c1ccccc1 (stereo not given) | -0.5 | i | i
Cc1cc(OC(=O)c2cc(Cl)nc3ccccc23)ccc1Cl | -1.4 | i | i
CC(C)CCNC(=O)c1ccc(-n2cnc3cccnc32)cc1 | 2.6 | i | i
CCOC(=O)Nc1c2ccccc2nc2ccccc12 | 1.8 | i | i
SMILES | STK33 inh | CHT block | CHT allo act
COc1ccc(-c2nc3scc(-c4ccccc4)n3n2)cc1 | -1.4 | i | i
Cc1ccc(NS(=O)(=O)c2ccc3c(c2)NC(=O)CO3)cc1C | . | i | i
COc1ccc(/C=C/C(=O)O)cc1S(=O)(=O)N1CCC(C)CC1 | 0.3 | i | i
O=[N+]([O-])c1cccc(CSc2nc3ccccc3[nH]2)c1 | -1.1 | i | i
Cc1c(N(C)S(=O)(=O)c2ccc(Cl)c(C(=O)N3CCC(C(N)=O)CC3)c2)c(=O)n(-c2ccccc2)n1C | -0.5 | i | i
O=C(NCCc1ccccc1)C1CCCN1S(=O)(=O)c1ccc(Cl)cc1 (stereo not given) | -1.2 | i | i
Cc1ccc(C(=O)Nc2ccc(N3CCN(S(C)(=O)=O)CC3)cc2)cc1 | -1.5 | i | i
Cc1c(Cl)cccc1NC(=S)NCCC(C)C | -1.2 | i | i
COCCNC(=O)Cn1c(=O)n(Cc2ccc(C(=O)NCCc3ccc(OC)c(OC)c3)cc2)c(=O)c2ccccc21 | -0.2 | i | i
COc1ccc(OC)c(/C=C2\NC(=O)NC2=O)c1 | -0.8 | i | i
COc1ccc(-c2noc(C3CCCN(C(=O)c4cccc(F)c4)C3)n2)cc1 (stereo not given) | -1.8 | i | i
CCCn1c(=O)c2[nH]c(-c3ccc(OCC(=O)Nc4ccc(C#N)cc4)cc3)nc2n(CCC)c1=O | 0.6 | i | i
CCS(=O)(=O)Nc1cccc(-c2ccc3nnc(-c4cccnc4)n3n2)c1 | 0.7 | i | i

Structural class, those above with a Cl atom
SMILES | STK33 inh | CHT block | CHT allo act
CC(=C/C(=O)O)/C=C/c1ccc(Cl)o1 | -1.8 | i | i
CC(=O)Nc1sc(N/N=C\c2ccccc2Cl)nc1-c1cccs1 | -0.2 | i | i
COc1ccccc1/C=C/C(=O)Nc1cccnc1Cl | 1.2 | i | i
COCC1CCCN(C(=O)c2ccc3nc(Cc4cccc(Cl)c4)oc3c2)C1 (stereo not given) | -1.4 | i | i
Clc1cccc(OCCN2CCCC2)c1 | -1.9 | i | i
CC(=O)Cc1nsc(NC(=O)c2ccc(-c3ccc(Cl)cc3Cl)o2)n1 | -0.4 | i | i
O=C(O)c1cn(-c2ccccc2)nc1-c1ccc(Cl)cc1 | 0.0 | i | i
O=C(CCc1nnc2n(Cc3ccc(Cl)cc3)c(=O)c3ccccc3n12)NCCN1CCCC1 | -0.3 | i | i
Cc1cc(OC(=O)c2cc(Cl)nc3ccccc23)ccc1Cl | -1.4 | i | i
Cc1c(N(C)S(=O)(=O)c2ccc(Cl)c(C(=O)N3CCC(C(N)=O)CC3)c2)c(=O)n(-c2ccccc2)n1C | -0.5 | i | i
O=C(NCCc1ccccc1)C1CCCN1S(=O)(=O)c1ccc(Cl)cc1 (stereo not given) | -1.2 | i | i
Cc1c(Cl)cccc1NC(=S)NCCC(C)C | -1.2 | i | i

Screening results as filed in PubChem.
